Screening data from PubChem.
PTAP TSG101 blk – blocks PTAP/TSG101 interaction to inhibit HIV-1 budding. Fluorescence polarization, FITC-PTAP peptide / Tsg101 binding. AID 493005. 340,000 tested, under 10 active. Potency, µM (titrated, usually from 115 µM), inactives show at the top dose activity change, negative = inhibition, most hits filed as inhibitors; active = well fitted inhibition curve with a large enough effect in the main read-out, with a control signal flat, not every such curve was filed as active; inconclusive = small, poorly fitted or top-dose-only effect, or effect the other way, or a change in a side signal; inactive = no such curve, though single readings can be large or run the other way; note: potency is the fitted concentration of half-maximal effect; % of control where 0% means no effect
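Steps: Tsg101 binding domain dispensed (10 uM final), compounds pinned in DMSO, FITC-labeled PTAP-motif peptide added (50 nM final); after 20 min binding at room temperature, polarization measured.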
TCR act – activators of T cell receptors; Potency, µM (series often up to 9.22 µM), inactives show at the top dose activation of IL-2 secretion, actives largely listed as activators; primary human leukocytes, anti-CD3, IL-2 HTRF, 48 h; 330,000 tested, under 10 active; note: % of control where 0% means no effect
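HTRF read-out of IL-2 secretion: europium cryptate donor excited at 320nm, d2 acceptor emission at 665nm. Cells were primary human leukocytes incubated 48 hr with compounds and a-CD3 beads, supplying TCR signal only.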
Chronic BCR inh – inhibitors of chronic active B-cell receptor signaling; ABC-DLBCL IkBa-CBG/CBR reporter, luminescence ratio, 4 h; Potency, µM (highest dose often 46.1 µM), for the others: top-dose ratio change, negative = lower green/red ratio, actives largely listed as inhibitors; 340,000 compounds, 0.05% hits; AID 493014; active = well fitted inhibition curve with a large enough effect in the signal ratio, with a control signal flat, not every such curve was filed as active; inconclusive = small, poorly fitted or top-dose-only effect, or effect the other way, or a change in a side signal; the % refers to the signal ratio;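 note: potency is the fitted concentration of half-maximal effect; plate controls were basal doxycycline-induced cells for no effect and cells given 10 µM MG132 for full effect; MG132 reads +100%, hits lower the ratio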
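TMD8 human ABC-DLBCL cells with doxycycline-inducible IκBα–green luciferase fusion and unfused red luciferase, in 0.5% FBS medium; compounds up to 46 uM, 4 h at 37C. Green/red luminescence ratio, filter-overlap corrected, fitted to concentration-response curves.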
Tb PFK block – T. brucei PFK enzyme inhibition. O15648. T. brucei PFK, ADP-Glo luminescence. Potency, µM (doses to about 57.5 µM), for inactives: top-dose activity, negative = inhibition, usual class: inhibitors. 330,000 compounds, 0.17% hits;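 note: potency is the fitted concentration of half-maximal effect; 0% = uninhibited 1x PFK enzyme wells and -100% = no-enzyme wells; nearly all actives have a fitted effect of over 60% in size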
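In TEA buffer at pH 8.0 with 5 mM MgCl2, enzyme (1.25 nM) converted F6P (0.5 mM) and ATP (0.1 mM) for 45 min at room temperature. ADP product was read by luciferase luminescence.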
ELG1 repair inh – ELG1-dependent DNA repair inhibition. HEK293T ELG1-luciferase reporter, luminescence, 16 h; DNA damage induced by 5-fluorouridine. Potency, µM (doses to about 46.1 µM), inactives show at the top dose activity change, negative = inhibition, hits mostly inhibitors. 330,000 compounds, 2.3% hits. AID 504467; note: potency is the fitted concentration of half-maximal effect; % is set by controls: 0 for no effect and ±100 for the full control effect; nearly all actives have a fitted effect of over 55% in size
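Luminescence from the luciferase reporter, measured 30 min after ONE-Glo reagent at room temperature, was the read-out. Beforehand, 2,000 cells per well were exposed for 16 hr at 37 °C to 5-fluorouridine together with compound or vehicle.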
S-ASM inh – blocks human secretory acid sphingomyelinase | Potency, µM (titrated, usually from 57.5 µM), for inactives: at the top dose activity change, negative = inhibition, usual class: inhibitors | placental ASM, HMU-PC fluorogenic substrate, 60 min | 340,000 compounds, 0.006% hits | P17405; note: potency is the fitted concentration of half-maximal effect
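Fluorescence read-out (Ex 386 nm, Em 447 nm) after stopping the reaction at pH 10. Enzyme: ASM from human placenta; substrate HMU-PC0, 9 uM final; 60 min, 37 °C. Compound preincubation 10 min, ambient temperature.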
Integrin act MD – activates integrin-mediated alleviation for muscular dystrophy. alpha7betagal myoblasts, beta-gal FDG fluorescence, 48 h. Potency, µM (titrated, usually from 38.3 µM), without a hit: at the top dose activation, most hits filed as activators. 350,000 compounds, 0.064% hits;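 note: potency is the fitted concentration of half-maximal effect; 100% = response of the positive control SU9516; nearly all actives have a fitted effect of over 60% in size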
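alpha7betagal+/- myoblasts (passage 13, 250/well) treated 48 h at 37C with compounds at 1:260 dilution of DMSO stock. Lysed, then beta-galactosidase activity read as FDG fluorescence (ex 480/em 540) after 30 min, with pre-read for autofluorescence.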
AT treatment – potential ataxia-telangiectasia treatments restoring KAP-1 phosphorylation | AID 485349 | […] A-T fibroblasts, KAP-1 phosphorylation AlphaLISA; neocarzinostatin DNA damage 30 min before lysis | 320,000 compounds, 0.19% hits | Potency, µM (top dose mostly 57.5 µM), without a hit: at the top dose activation, hits mostly activators; note: potency is the fitted concentration of half-maximal effect; % of control where 0% means no effect; nearly all actives have a fitted effect of over 45% in size
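hTERT-immortalized A-T patient fibroblasts ([…]), 500 cells/well in OPTI-MEM, 1% FBS, got compounds for 60 min, then NCS for 30 min at 37C. Lysates were then assayed for phospho-KAP-1 by AlphaLISA (anti-pKAP1 donor, anti-KAP1 acceptor beads), 6 hr at 25C.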
Eya2 phos inh – Eya2 (human) phosphatase inhibition; O00167; recombinant Eya2, OMFP fluorescence dephosphorylation (OMFP is methylfluorescein phosphate); Potency, µM (series often up to 76.9 µM), for the others: at the highest dose activity, negative = inhibition, most hits filed as inhibitors; 330,000 compounds, 0.006% hits; AID 488837; note: potency is the fitted concentration of half-maximal effect; % is set by controls: 0 for no effect and ±100 for the full control effect
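Eya2 protein (added as 0.2 uM solution) was preincubated with compound for 10 min at ambient temperature in 50 mM HEPES pH 7.5, 50 mM NaCl, 5 uM MgCl2, 0.05% BSA, 1 mM DTT. OMFP (added at 50 uM) then reacted 10 min; fluorescence read at 485/525 nm.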
TSHR antag – antagonists of human thyroid stimulating hormone receptor | P16473 | TSHR-expressing cells, TSH-stimulated cAMP HTRF, 2 h; active compounds read low | activity change, negative = inhibition, % at 11.5 µM | 330,000 compounds, 0.2% hits | AID 504810;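 active = activity change below a set negative limit, meaning inhibition stronger than a set level, cut at about -70% in these data; inconclusive = activity change between two set negative limits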; note: % is set by controls: 0 for no effect and ±100 for the full control effect
Target sequence (P16473 whole entry, looked up): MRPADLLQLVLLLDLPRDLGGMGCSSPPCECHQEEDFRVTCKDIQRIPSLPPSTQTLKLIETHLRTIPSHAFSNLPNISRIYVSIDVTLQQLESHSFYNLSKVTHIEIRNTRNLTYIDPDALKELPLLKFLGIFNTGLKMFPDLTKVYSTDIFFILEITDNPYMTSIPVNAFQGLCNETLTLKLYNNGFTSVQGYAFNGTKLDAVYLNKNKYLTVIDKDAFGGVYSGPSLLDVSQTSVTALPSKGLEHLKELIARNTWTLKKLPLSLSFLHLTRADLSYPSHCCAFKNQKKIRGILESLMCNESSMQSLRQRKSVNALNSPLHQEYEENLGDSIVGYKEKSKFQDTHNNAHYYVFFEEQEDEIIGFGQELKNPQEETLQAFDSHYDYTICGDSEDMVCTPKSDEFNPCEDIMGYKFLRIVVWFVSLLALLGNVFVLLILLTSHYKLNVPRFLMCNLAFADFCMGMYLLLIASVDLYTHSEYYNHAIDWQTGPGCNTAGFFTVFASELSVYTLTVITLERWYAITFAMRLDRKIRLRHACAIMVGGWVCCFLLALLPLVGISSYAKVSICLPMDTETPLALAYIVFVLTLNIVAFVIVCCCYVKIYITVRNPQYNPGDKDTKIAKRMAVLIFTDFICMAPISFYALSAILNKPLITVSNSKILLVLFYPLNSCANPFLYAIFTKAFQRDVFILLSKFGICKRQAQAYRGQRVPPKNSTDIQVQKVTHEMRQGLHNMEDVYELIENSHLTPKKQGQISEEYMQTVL
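Inhibition of cAMP made by TSHR-expressing cells under TSH stimulation (4nM final, EC80; 2 h, 37 deg C) is quantified with a one-step lysis HTRF kit, anti-cAMP cryptate versus cAMP-d2.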
Mito fusion act – mitochondrial division inhibition or fusion activation; S. cerevisiae fusion-defective mutant growth rescue, CellTiterGlo 48 h; Potency, µM (series often up to 46.1 µM), for inactives: at the top dose growth rescue (activation), usual class: activators; 320,000 compounds, 0.23% hits; AID 485298;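 note: potency is the fitted concentration of half-maximal effect; % of control where 0% means no effect; nearly all actives have a fitted effect of over 45% in size; temperature-sensitive fusion mutants such as fzo1-1 at 37 °C on non-fermentable ethanol glycerol medium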
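Growth-rescue viability read-out: after 48 h at the non-permissive 37C in glycerol/ethanol YPEG, yeast mitochondrial fusion mutants are measured by CellTiterGlo luminescence; compounds (23 nl pinned per well) restoring growth score as division inhibitors or fusion activators.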
* = called active by the depositor; ? = inconclusive; / = no result given; & = joins results of further samples; [ ] = another dose, or the depositor's remark. Unless noted, calls come from the whole dose curve; as a rule, active = well fitted curve in the direction sought with a large enough effect; inconclusive = small, poorly fitted or top-dose-only effect, or another doubt; inactive = no such curve, though single readings can be large; an effect the other way counts as inactive or inconclusive.

smiles	PTAP TSG101 blk	TCR act	Chronic BCR inh	Tb PFK block	ELG1 repair inh	S-ASM inh	Integrin act MD	AT treatment	Eya2 phos inh	TSHR antag	Mito fusion act
Fc1ccccc1COc1ccc(Br)cc1CNCC1CCCO1 (configuration not stated)	0%	-2%	?	0%	-8%	-1%	-53%[inhibitor]	10%	-13%	-1	-6%
Cc1cc(C)cc(NC(=O)c2ccccc2CC[N+](=O)[O-])c1	-5%	-2%	9%	3%	15%	0%	24%	6%	-31%	-19	14%
CCn1c(=O)n(CC)c2cc(S(=O)(=O)N3CCC(c4ccccc4)CC3)ccc21	-4%	0%	0%	5%	?	-18%	0%	11%	-4%	4	1%
Cc1cccc(N2C(=O)N3[C@H](c4ccc(Br)cc4)[C@@H]4C(=O)N(C(C)(C)C)C(=O)[C@@H]4[C@]3(Cc3ccc(Cl)cc3)C2=O)c1	0%	-4%	14%	0%	-9%	1%	16%	4%	10%	4	2%
Cc1ccc(S(=O)(=O)N(CC(O)CN2CCOCC2)c2cc(Cl)ccc2Cl)cc1 (configuration not stated)	-3%	0%	3%	12%	-2%	-7%	-32%[inhibitor]	-3%	-28%	4	-7%
Cc1nc2c(-c3ccc(F)cc3)cnn2c(N)c1-c1ccc(F)cc1	-9%	-3%	?	12%	?	-8%	6%	12%	-29%	-11	-13%
CS(=O)(=O)N(CC(=O)N1CCCC1)c1cccc(Cl)c1	-3%	1%	3%	-8%	0%	3%	-4%	5%	15%	4	1%
O=C(NCc1ccco1)c1ccc(N2CCOCC2)c([N+](=O)[O-])c1	-2%	9%	-1%	4%	-6%	-3%	-9%	-1%	1%	-11	-4%
CCCN(CC(=O)Nc1ccccc1C)C(=O)COc1c(C)cccc1C	0%	-1%	1%	28%	-6%	-2%	0%	4%	15%	19	-4%
COc1ccccc1N1CCN(/N=C/c2cc(Br)ccc2F)CC1	-2%	-3%	7%	-1%	?	-3%	3%	3%	12%	-7	-9%
CCCC(=O)C1=C(O)C(C(=O)OC)C(C)(C)CC1=Nc1ccccc1 (configuration not stated)	-1%	-9%	13%	3%	5%	-1%	25%	17%	1%	1	11%
COc1ccc(Cl)cc1NS(=O)(=O)c1cc(Br)cnc1N	-1%	-14%	1%	-4%	26%	-5%	22%	5%	5%	-7	-1%
O=C(CN1C(=O)c2ccccc2C1=O)Nc1ccccc1C(=O)N1CCCC1	-8%	10%	?	0%	18%	1%	?	-4%	9%	15	-1%
O=C(c1cnc(Cl)c(Cl)c1)N1CCN(S(=O)(=O)c2ccc(F)cc2)CC1	-1%	-4%	5%	-11%	3%	-1%	10%	-16%	20%	6	6%
CC(Sc1nnc2ccccn12)C(=O)Nc1ccc2c(c1)OCCO2 (configuration not stated)	3%	-7%	-20%	2%	?	5%	3%	4%	-4%	-4	3%
Cc1ccccc1NS(=O)(=O)c1cc2c(cc1C)NC(=O)CO2	-1%	12%	6%	-3%	3%	1%	-14%	7%	14%	8	2%
Cc1cc(S(=O)(=O)Nc2ccc(C(=O)NCC(c3ccco3)N3CCCCC3)cc2)ccc1F (configuration not stated)	-1%	4%	0%	3%	0%	5%	-6%	5%	2%	1	3%
Cc1cc(C)nc(SC/C=C/c2ccccc2)n1	-3%	3%	?	-4%	?	3%	-16%	6%	-13%	1	-10%
CC(=O)c1ccc2c(c1)Nc1ccccc1S2	-6%	3%	?	2%	20%	-3%	34%	0%	-3%	-6	0%
CC(C)CCNC(=O)c1c(CSc2ccccc2)noc1C(=O)NCc1ccccc1	-3%	-4%	-1%	4%	-2%	-5%	12%	10%	-14%	-8	-20%
Cc1c(C(=O)OCC(=O)N(CC(C)C)c2c(N)n(Cc3ccccc3)c(=O)[nH]c2=O)oc2ccccc12	-2%	5%	-2%	0%	-17%	-3%	6%	-4%	26%	0	-4%
COc1cccc(NC(=O)c2ccc(-c3ccccc3[N+](=O)[O-])o2)c1	-4%	-5%	-8%	2%	?	-4%	-9%	/	2%	-9	-1%
CCCCn1c(N)c(N(CCC(C)C)C(=O)c2ccc(C)c(S(=O)(=O)N3CCOCC3)c2)c(=O)[nH]c1=O	0%	3%	-4%	-4%	1%	5%	-22%	-8%	11%	6	3%
CCc1cccc(C)c1NC(=O)c1cc(=O)[nH]c2ccc(S(=O)(=O)N3CCOCC3)cc12	3%	/	?	-12%	0%	9%	0%	-5%	-14%	-4	-4%
c1ccc(C2CN3CCSC3=N2)cc1 (configuration not stated)	-5%	-4%	-9%	2%	-1%	0%	/	2%	3%&13%	-8&-7	4%&-2%
COCCNC(=O)CN1CCC(NC(=O)C(C)(C)C)CC1	-5%	-5%	7%	14%	5%	0%	35%	-3%	-5%	-2	1%
Cn1c(Cn2c(=O)sc3ccccc32)nnc1SCC(=O)NCc1ccc2c(c1)OCO2	-2%	11%[46.1 µM]	-3%	0%	1%	0%	2%	-1%	-4%	2	-1%
Fc1ccccc1CN1CCCCCCC1	-4%	-3%	?	-8%	10%	-2%	-17%	-2%	-3%	12	1%
CCOC(=O)C1C(=O)CC(C)(O)C(C(=O)OCC)C1c1cccs1 (configuration not stated)	-1%	3%	-2%	1%	10%	-2%	-19%	-4%	10%	2	-2%
COc1ccc(/C=N/NC(=O)c2cccnc2)cc1CN1CCN(c2ccc(F)cc2)CC1	-4%	-1%	?	-2%	?	0%	11%	-1%	19%	7	-3%
Cc1ccc(C(=O)NC(C)c2ccccc2)cc1Br (configuration not stated)	-1%	5%[46.1 µM]	0%	2%	3%	/	25%	/	9%	14	?
CC(C)c1ccc2oc(=O)cc(CN3CCN(Cc4ccccc4)CC3)c2c1	-10%	0%	0%	2%	-6%	3%	4%	10%	3%	-10	7%
CCOc1ccc2nc(SCC(=O)Nc3nonc3C)[nH]c2c1	-7%	/	?	1%	10%	-2%	8%	5%	4%	-12	0%
COC(=O)c1ccc(NC(=O)C2CCCN2C(=O)OCc2ccccc2)cc1 (configuration not stated)	-3%	8%	0%	-2%	1%	1%	?	6%	9%	-13	3%
CCNC(=S)NNC(=O)c1ccccc1Cl	0%	-9%[46.1 µM]	0%	2%	-2%	4%	16%	1%	-1%	-2	-8%
COc1cc2c3nnc(-c4ccc(F)cc4)c-3cn(Cc3cccc(F)c3)c2cc1OC	?	-4%	2%	-10%	0%	42%	0%	-3%	-2%	-1	-6%
CCOC(=O)C1=c2/c(=C/c3ccncc3)c(N)c(C(=O)OC)n2C(=O)C(c2ccncc2)S1 (configuration not stated)	0%	7%	3%	-2%	?	-1%	-6%	5%	-5%	-8	1%
CCN(c1ccccc1)S(=O)(=O)c1ccc(C(=O)NCc2ccccn2)cc1	3%	/	3%	0%	?	1%	0%	-4%	2%	0	4%
O=C(Nc1ccc(C(=O)O)cc1)/C(=C\c1ccccc1)NC(=O)c1ccco1	2%	2%	-21%	6%	-3%	-1%	-28%	8%	-7%	-23	-2%
Cc1ccc(C(=O)NCCNC(=O)COc2ccccc2Cl)cn1	-1%	-8%	?	-7%	-3%	3%	12%	1%	3%	0	-1%
CCOC(=O)C1CCN(C(=O)c2ccc3c(c2)S(=O)(=O)c2ccccc2C3=O)CC1	1%	-3%	-8%	-2%	?	-22%	-7%	-8%	11%	3	5%
Cc1ccc(NC(=O)CN(C)S(=O)(=O)c2cccc3nsnc23)cc1C	-4%	0%	1%	0%	?	-2%	-48%[inhibitor]	-1%	-13%	4	2%
